High-throughput results as filed in PubChem BioAssay.
XIAP antagonists: XIAP antagonists, biochemical, IAP family, fluorescence polarization (AID 1018); XIAP BIR domain, fluorescence polarization peptide displacement; higher % means a stronger effect; displacement, % at 20 µM; hits with a dose series show IC50 in µM; 200,000 tested, 0.007% active; in the data active = displacement above about 50%; note: a part of the inactive calls stands beside numbers as strong as those of hits
PMI inhibitors: inhibitors of human PMI, primary screen, biochemical, fluorescence intensity, coupled assay (AID 1209) | one-dose inhibition, % at 20 µM; IC50 in µM for titrated hits | 190,000 tested, 0.42% active | purified PMI enzyme, coupled fluorescence intensity; higher % means a stronger effect;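 note: plate controls were DMSO vehicle for no effect and wells lacking substrate for full effect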
M17LAP inhibition: P. falciparum M17LAP inhibitors, primary screen, biochemical, fluorogenic H-Leu-NHMec substrate, 1536-well (AID 1619); recombinant M17LAP, H-Leu-NHMec fluorogenic kinetic assay; higher % means a stronger effect; 220,000 tested, 0.38% active; inhibition, % at 30 µM; hits with a dose series show IC50 in µM;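 active = compound inhibiting the enzyme by more than half at any dose during confirmatory dose-response retesting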;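 note: plate controls were full reaction with DMSO carrier for no effect and no enzyme background for full effect; strong numbers were not always called active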
TNAP activation fold: human TNAP enzyme activators, primary screen, biochemical, luminescent, no phosphate acceptor, uHTS (AID 1001). one-dose activation fold at 20 µM; EC50 in µM for titrated hits. purified TNAP, luminescent activation assay, no phosphate acceptor; higher activation fold means a stronger effect. 200,000 tested, 0.03% active; in the data active = activation fold from about 3, or a potency from the dose series; inactive = the rest, 99 in 100 with activation fold below about 1.6; note: many of its hits are not listed in these tables
LYP phosphatase: PTPN22 lymphoid phosphatase activity blockers – biochemical, fluorescence intensity, uHTS (AID 1779); recombinant LYP phosphatase, fluorescence intensity; higher % means a stronger effect; 290,000 tested, 0.054% active; inhibition, % at 11.5 µM, or IC50 in µM where a hit was titrated;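 note: plate controls were vehicle with enzyme for no effect and no enzyme for full effect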
Myeloid diff 2: compounds promoting myeloid differentiation. ER-HoxA9 myeloid progenitors, lysozyme-GFP differentiation, flow cytometry. calls only at 10 µM. 360,000 tested, 1% active. AID 624256;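 active = normalized GFP-positive differentiation at or above the plate's own cutoff, the solvent-only control mean plus 3 SD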;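 note: cells exposed to compound for four days before flow analysis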
P. falciparum M1AAP: P. falciparum M1AAP inhibitors, biochemical, fluorogenic H-Leu-NHMec substrate, 1536-well (AID 1445) | one-dose inhibition, % at 30 µM; IC50 in µM for titrated hits | 220,000 tested, 0.42% active | recombinant M1AAP, H-Leu-NHMec fluorogenic kinetic assay; higher % means a stronger effect;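 active = primary inhibition above the hit cutoff, then over 50% inhibition at one or more dose response concentrations, cut at about 23% in these data, passing the limit was not always enough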;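 note: plate controls were DMSO full reaction for no effect and no enzyme background for full effect; strong numbers were not always called active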
PMI inhibition: human PMI inhibitors, high substrate, primary screen, biochemical, fluorescence intensity, high mannose 6-phosphate (AID 1220); recombinant PMI enzyme, coupled fluorescence intensity; higher % means a stronger effect; inhibition, % at 20 µM, or IC50 in µM where a hit was titrated; 190,000 tested, 0.66% active
ER stress rescue: rescue of cells from ER stress-induced death, primary screen, 384-well, CSM14.1, thapsigargin, ATP luminescence (AID 1222); CSM14.1 thapsigargin-induced death rescue, ATP luminescence; higher % means a stronger effect; cellular ATP content (survival), % at 20 µM; hits with a dose series show EC50 in µM; 190,000 tested, under 10 active;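 active = EC50 below 50 µM in the dose-response confirmation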;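 note: death triggered by thapsigargin at about 15 µM added after 2 h compound pretreatment; cell ATP read after overnight thapsigargin exposure of roughly 18 to 22 hours; normalized against plate controls of thapsigargin alone and 5% DMSO vehicle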
Myeloid diff 2 GFP+ MAC1+ %: second read-out of Myeloid diff 2, no call of its own (marks repeat the call); GFP+ MAC1+ double positive, %; measured here: differentiation confirmed by MAC1 staining
* = called active by the depositor; i = inactive; nt = no result given; + = active, no number; & = joins results of further samples. Cut-off read from the data, not from the text of the source, unless noted: active = inhibition above about 50%; inactive = the rest. Random draw from the library (roughly 2.7% active in at least one column).

structure	XIAP antagonists	PMI inhibitors	M17LAP inhibition	TNAP activation fold	LYP phosphatase	Myeloid diff 2	Myeloid diff 2 GFP+ MAC1+ %	P. falciparum M1AAP	PMI inhibition	ER stress rescue
O=C(C1=C[C@@H](c2ccc(C(F)(F)F)cc2)C[C@@H](OCCCCO)O1)N1CCN(Cc2ccccc2)CC1	-4.1%	-1%	6%	1.1	-5%	i	1.6	13%	1%	-0.1%
CC1CCN(c2ccc(NC(=S)NC(=O)c3ccco3)cc2)CC1	-2.4%	16%	0%	1	-2%	nt	nt	14%	4%	-1.1%
CC(C)OC(=O)c1ccc(COC(=O)c2cnccn2)cc1	-1.5%	1%	-1%	1	-7%	i	0.6	-4%	-2%	3.0%
Nc1nc(CSC(=S)N2CCOCC2)nc(Nc2ccc(F)cc2)n1	-7.4%	14%	2%	1	-5%	i	0.8	1%	11%	-1.0%
O=C1c2ccccc2NC(c2ccco2)N1NS(=O)(=O)c1ccccc1 (stereo not drawn)	-6.2%	2%	-3%	1.1	-10%	i	0.2	3%	2%	19%
O=C(O)c1cc(N/N=C/C=C/c2ccccc2[N+](=O)[O-])ccc1Cl	nt	nt	36%	nt	0%	i	0.3	13%	nt	nt
CCOc1ccc(CCN2CN(C3CCCCC3)CNC2=S)cc1OCC	nt	nt	-13%	nt	-8%	i	0.8	-2%	nt	nt
Cc1ccc(NC(=O)Cn2nc(C)cc2C)cc1	-2.5%	-12%	12%	1	6%	i	0.7	1%	-12%	-1.0%
CCOC(=O)c1nc(N)c(=O)n(-c2ccc(C)cc2)n1	-4.4%	-7%	2%	1.1	4%	i	0.6	14%	-9%	-2.7%
Cc1cccc(NC(=O)C2CCCN(C(=O)NC3CCCCC3)C2)c1C (stereo not drawn)	-5.7%	2%	-13%	1.1	-11%	i	0.5	7%	-6%	-0.8%
Cc1nc2sc(C(c3ccccc3)N3CCC(O)CC3)c(O)n2n1 (stereo not drawn)	0.2%	0%	-8%	1.1	-2%	i	0.8	-4%	-5%	-0.5%
CCc1ccc(N2CCCn3c2nc2c3c(=O)n(CCN3CCOCC3)c(=O)n2C)cc1	-3.3%	-10%	nt	1.1	-5%	nt	nt	nt	-8%	-0.3%
O=C(O)c1ccc(Oc2ccc(C(F)(F)F)cn2)cc1	-6.7%	-1%	-2%	1	-7%	i	0.0	-4%	2%	0.5%
Cc1nn(C)c(C)c1Nc1ccc(N2C(=O)C3C4C=CC(C4)C3C2=O)cc1[N+](=O)[O-] (stereo not drawn)	-5.4%	-8%	6%	1	-5%	i	0.5	8%	5%	-7.2%
C=CCOC(=O)C1=C(C)NC(SCC(=O)N(CC)CC)=C(C#N)C1c1ccco1 (stereo not drawn)	-7.3%	19%	13%	1.1	3%	i	1.5&0.4	10%	13%	nt
Cc1ccc(NC(=O)C23CCC(C)(C(=O)[C@H]2Br)C3(C)C)cc1 (stereo partly drawn)	nt	nt	15%	nt	-1%	i	0.4	10%	nt	nt
O=c1c(Cl)c(N2CCN(S(=O)(=O)c3ccccc3)CC2)cnn1-c1ccccc1	-5.0%	0%	2%	0.8	-11%	i	0.5	2%	-14%	-0.8%
Cc1ccc(CC(=O)NCCC(=O)O)cc1	nt	nt	12%	nt	-4%	i	0.6	7%	nt	nt
COC(=O)c1ccc(S(=O)(=O)NCc2ccco2)n1C	nt	nt	1%	nt	-5%	i	0.3	5%	nt	nt
COc1cc(C(=O)Nc2c(C)cc(C)cc2C)c(Br)c(OC)c1OC	-6.2%	-1%	-1%	1.1	-6%	i	1.4	7%	-3%	1.4%

By substructure: those above with bromine.
structure	XIAP antagonists	PMI inhibitors	M17LAP inhibition	TNAP activation fold	LYP phosphatase	Myeloid diff 2	Myeloid diff 2 GFP+ MAC1+ %	P. falciparum M1AAP	PMI inhibition	ER stress rescue
Cc1ccc(NC(=O)C23CCC(C)(C(=O)[C@H]2Br)C3(C)C)cc1 (stereo partly drawn)	nt	nt	15%	nt	-1%	i	0.4	10%	nt	nt
COc1cc(C(=O)Nc2c(C)cc(C)cc2C)c(Br)c(OC)c1OC	-6.2%	-1%	-1%	1.1	-6%	i	1.4	7%	-3%	1.4%

Remaining list, next part:
structure	XIAP antagonists	PMI inhibitors	M17LAP inhibition	TNAP activation fold	LYP phosphatase	Myeloid diff 2	Myeloid diff 2 GFP+ MAC1+ %	P. falciparum M1AAP	PMI inhibition	ER stress rescue
CCOc1cccc(OCCCOc2ccccc2)c1	-4.4%	0%	3%	1.1	3%	i	0.8	9%	-1%	-0.8%
CN1CC=C2C(C#N)=C(N)C(C#N)(C#N)C(c3ccsc3)C2C1 (stereo not drawn)	-14%	11%	-48%	1	-8%	i	1.2	12%	46%	-1.9%
O=C(NC(=S)Nc1ccccc1F)c1ccc(Br)o1	-0.8%	5%	4%	1	-3%	i	0.2	2%	-2%	-1.3%
Cc1ccc(SCC(=O)c2ccc(CC(=O)O)s2)cc1	nt	nt	1%	nt	5%	i	0.6	0%	nt	nt
O=C(O)c1ccc(N/N=C/C=C/c2ccccc2[N+](=O)[O-])cc1	-5.2%	4%	22%	0.9	1%	i	0.5	18%	24%	0.1%
Cc1nnc(Sc2cc(C(=O)NCCCN(C)Cc3ccccc3)c3ccccc3n2)s1	-2.4%	7%	6%	1	-2%	i	0.5	9%	-4%	-2.1%
C=CCC1Cc2c(Br)cccc2C(CC=C)N1 (stereo not drawn)	-14%	7%	3%	1.1	0%	i	0.4	-1%	5%	nt
O=C(CN1CCc2ccccc2C1)NCC(=O)Nc1ccc(F)cc1	-4.6%	4%	1%	1.1	-5%	i	0.5	5%	7%	1.3%
COc1ccccc1OCc1csc(N)n1	-2.7%	-11%	38%	1.1	-9%	i	0.4	3%	-9%	-1.8%
Cc1nc(N[C@@H](Cc2c[nH]c3ccccc23)C(=O)O)c2oc3ccccc3c2n1	-7.1%	-17%	31%	1.1	3%	nt	nt	9%	2%	0.5%
Cc1cc(C)nc(SCc2ccc(C(=O)N/N=C/c3ccccc3C(=O)O)cc2)n1	-5.2%	-5%	9%	1.2	-7%	i	1.2	-2%	-6%	-0.7%
Cc1ccnc(SCC(=O)c2ccc(Br)s2)n1	-5.2%	-14%	-7%	1.1	-8%	i	1.1	-1%	-14%	-0.7%
COc1ccc2cnnc(SCC(=O)Nc3ccc(C(C)=O)cc3)c2c1OC	-1.0%	8%	8%	1.1	1%	i	0.7	12%	0%	1.5%
COc1cccc(-c2nnc3n2N=C(c2cccc(Br)c2)CS3)c1	-3.9%	-4%	-4%	1	-4%	i	0.1	-4%	5%	-0.2%
O=C(NCc1cccnc1)C1CC(=O)N(CCc2ccccc2)C1 (stereo not drawn)	-2.9%	4%	9%	1.2	-6%	i	3.0	4%	-2%	1.1%
O=C(CSc1nccc(-c2cccs2)n1)Nc1cccc(Cl)c1Cl	nt	nt	12%	nt	-2%	i	0.3	1%	nt	nt
O=C(Cn1nc(-c2ccc(Cl)cc2)ccc1=O)NCc1ccc2c(c1)OCO2	-1.0%	0%	9%	1.1	6%	i	3.1	4%	0%	-0.6%
N#Cc1cccc(NC(=O)CSc2ccc3c4c(cccc24)C(=O)c2ccccc2-3)c1	84%	5%	5%	1.1	-4%	+	50*	-3%	-2%	-3.0%
CC(C)(C)OC(=O)NCCc1nnc(SCc2ccc(Cl)cc2Cl)o1	-6.0%	17%	3%	1	-1%	i	1.2	0%	14%	-0.6%
C(=N\Nc1nc2ccccc2s1)/c1ccco1	-2.9%	14%	-1%	1.1	-4%	i	12	18%	18%	-0.6%
CCOC(=O)N1CCC(Nc2c(NCCCN3CCN(c4ccc(OC)cc4)CC3)c(=O)c2=O)CC1	nt	nt	1%	nt	-16%	i	0.7	-2%	nt	nt
CCc1nc(OCC(=O)c2ccccc2)c(C#N)c2c1COC(C)(C)C2	-9.8%	16%	-2%	1.1	-5%	i	0.6	0%	13%	-0.2%
Cc1ccc(C(=O)Nc2ccc(N3CCOCC3)cc2)cc1	-3.7%	6%	15%	1.1	0%	i	6.0	0%	12%	-2.2%
Cc1cccc(NC(=O)COc2nsnc2N2CCOCC2)c1	-3.7%	-2%	2%	1.1	-11%	i	1.7	5%	-1%	-1.6%
CCOC(=O)C1CCN(c2nc(-c3ccccc3)nc3c2oc2ccccc23)CC1	-3.8%	13%	42%	1.1	5%	i	0.5	5%	14%	-0.4%
O=C(COc1ccc(Cl)cc1)NCc1nnc(SCC(=O)NCC2CCCO2)o1 (stereo not drawn)	-10%	-8%	3%	1.1	0%	i	0.2	9%	-9%	-0.7%
Cc1cc(=O)c(C(=O)O)nn1-c1ccccc1	4.1%	-5%	10%	1.1	-4%	i	0.4	4%	5%	-0.9%
COc1ccccc1NC(=O)CSc1nnc(COc2ccc(Cl)cc2)n1Cc1ccco1	-5.5%	10%	8%	1.1	-4%	i	1.7	4%	5%	0.6%
COc1ccc(/C=N/Nc2c(Cl)cc(Cl)cc2Cl)cc1CN1CCOCC1	-4.0%	10%	-3%	1.2	-1%	i	2.1	-2%	8%	1.0%
COc1ccc(-c2noc(CSc3nc4ccccc4c(=O)n3-c3ccc(C)cc3)n2)cc1	-1.0%	10%	-3%	1	-5%	i	1.5	-1%	9%	1.9%
COc1cccc(/C=N/NC(=O)CCc2ccccc2)c1	-2.0%	5%	0%	1.1	-1%	i	0.6	-6%	1%	2.1%
Cc1ccc(S(=O)(=O)N2CCN(C(=O)c3ccccc3)CC2)cc1	-4.8%	3%	-11%	1	-10%	+	5.3*	8%	3%	-0.4%
CC(=O)C1=C(C)NC(SCC(=O)c2ccc(F)cc2)=C(C#N)C1CC(C)C (stereo not drawn)	-4.5%	-22%	8%	1.1	-3%	i	0.9	9%	-33%	-0.9%
Cc1ncc([N+](=O)[O-])n1CCOC(=O)Nc1ccc([N+](=O)[O-])cc1	-7.7%	-2%	12%	0.8	-4%	i	0.4	5%	-3%	-3.3%
O=[N+]([O-])c1nn(-c2ccc3c(c2)OCCO3)n(O)c1=NCCC1=CCCCC1	-3.6%	8%	22%	1	-1%	i	0.6	3%	7%	0.4%
OCCCNC(=S)Nc1ccc(Oc2ccccc2)cc1	-2.9%	-6%	-1%	1.1	-4%	i	0.3	3%	-1%	-0.2%
COCC(=O)NC1CCN(CC(=O)Nc2ccccc2[N+](=O)[O-])CC1	-2.7%	2%	13%	1	-11%	i	0.7	0%	1%	-0.2%
CSc1cccc(NC(=O)Nc2nc3c(C)cccc3s2)c1	nt	nt	-3%	nt	1%	i	0.6	-6%	nt	nt
CCOC(=O)c1ccc(N/C=C/C(=O)c2ccc(OC)cc2)cc1	0.7%	3%	6%	1.1	-5%	i	9.2	9%	3%	4.3%
COc1cc(C2NC(=O)CS2)cc(OC)c1OC (stereo not drawn)	0.0%	-8%	-12%	1.1	-5%	i	0.4	-1%	-5%	0.9%
